CHT inh: inhibitors of human choline transporter CHT. 310,000 tested, 0.86% active. B-score at 10 µM. CHT-expressing cells, membrane potential dye, choline response; active compounds read low;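 active means B-score over 3 SD under the library average, and starting fluorescence ratio not unusually high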;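 further: choline stimulus applied at its EC90 after an EC20 pre-addition; B-score computed on integrated fluorescence ratio after choline addition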
Target sequence (Q9GZV3 whole entry, looked up): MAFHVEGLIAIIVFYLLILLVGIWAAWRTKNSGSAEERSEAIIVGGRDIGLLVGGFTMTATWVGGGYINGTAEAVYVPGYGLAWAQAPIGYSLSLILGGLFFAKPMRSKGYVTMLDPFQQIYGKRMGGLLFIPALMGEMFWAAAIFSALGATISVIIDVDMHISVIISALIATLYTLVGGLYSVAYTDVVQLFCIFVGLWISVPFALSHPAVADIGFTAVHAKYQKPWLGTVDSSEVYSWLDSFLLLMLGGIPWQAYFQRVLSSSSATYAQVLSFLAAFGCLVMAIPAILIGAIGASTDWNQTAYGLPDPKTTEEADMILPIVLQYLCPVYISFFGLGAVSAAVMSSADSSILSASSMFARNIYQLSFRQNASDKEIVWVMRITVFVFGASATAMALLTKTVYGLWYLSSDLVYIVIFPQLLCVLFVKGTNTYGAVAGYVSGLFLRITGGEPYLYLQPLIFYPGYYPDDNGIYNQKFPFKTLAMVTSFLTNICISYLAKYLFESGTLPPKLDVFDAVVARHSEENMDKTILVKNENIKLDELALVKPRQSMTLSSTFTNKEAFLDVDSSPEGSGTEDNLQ
Kir21 block: blocks the mouse Kir2.1 inward-rectifier potassium channel | P35561 | HEK293-Kir2.1, FluxOR thallium flux fluorescence; active compounds read low | B-score at 10 µM | 310,000 tested, 0.85% active | AID 1672;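 active means fluorescence ratio B-score at or below minus 3 SD of library scores, with starting-brightness B-score within 2 SD, cut at about -4.2 in these data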;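 further: channel flux triggered by added potassium and thallium sulfate stimulus; B-score of peak minus minimum fluorescence over baseline after thallium stimulus; more negative B-score means stronger Kir2.1 block with less thallium influx; some compounds called inactive have numbers as strong as hits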
Target sequence (P35561 whole entry, looked up): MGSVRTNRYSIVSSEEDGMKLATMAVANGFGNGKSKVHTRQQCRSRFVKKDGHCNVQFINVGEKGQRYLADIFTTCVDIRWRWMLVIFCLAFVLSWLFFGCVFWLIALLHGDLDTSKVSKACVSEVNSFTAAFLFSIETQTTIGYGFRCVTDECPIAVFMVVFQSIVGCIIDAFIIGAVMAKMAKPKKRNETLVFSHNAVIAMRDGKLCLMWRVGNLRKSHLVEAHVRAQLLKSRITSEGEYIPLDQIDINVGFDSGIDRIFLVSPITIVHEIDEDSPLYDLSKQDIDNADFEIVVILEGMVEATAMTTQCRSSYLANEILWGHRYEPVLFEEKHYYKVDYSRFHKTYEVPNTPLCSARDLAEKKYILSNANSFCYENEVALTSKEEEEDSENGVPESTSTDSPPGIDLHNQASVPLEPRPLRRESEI
Numbers without * were called inactive; i = inactive; x = not tested or not shown; & = joins results of further samples. Not a hit list; 1.6% or so of the library scored in one or more.

Start of the data: the first 2 compounds, ahead of the listing:
SMILES	CHT inh	Kir21 block
FC(F)(F)c1cnc(N2CCN(C(=S)NCc3ccccc3)CC2)c(Cl)c1	i	-0.09
Cc1cnc(NC(=O)[C@H](C)N2C(=O)C3CCCCC3C2=O)s1 (stereo partly specified)	i	-1.02

The listing (from the top)
SMILES	CHT inh	Kir21 block
FC(F)(F)c1cnc(N2CCN(C(=S)NCc3ccccc3)CC2)c(Cl)c1	i	-0.09
Cc1cnc(NC(=O)[C@H](C)N2C(=O)C3CCCCC3C2=O)s1 (stereo partly specified)	i	-1.02
CCC(N=c1cc(-c2ccc(OC)cc2)oc2ccc(C)cc12)C(=O)O (stereo unspecified)	i	-0.41
C=CCc1c(C)nc2ccc(C(=O)OCC)cc2c1Cl	i	1.21
CCOc1ccc(/C=N/NC(=S)NC2CC3CC2C2C=CCC32)cc1 (stereo unspecified)	i	-0.24
CC(C)Cc1ccc(C2=CSC3=NCCN23)cc1	i	1.15
Cc1ccc(S(=O)(=O)N2CCCC(C(=O)NNCC(=O)Nc3cc(F)ccc3F)C2)cc1 (stereo unspecified)	i	1.5
Cc1c(C(=O)O)oc2ccc(S(=O)(=O)NCc3ccccc3)cc12	i	-0.88
COc1ccc(NC(=O)c2cc(S(=O)(=O)N3CCCCC3)c[nH]2)c(OC)c1	i	-1.35
CCc1nn2cc(C(=O)c3cc(C)ccc3O)cnc2c1-c1ccc(F)cc1	i	0.42
CC(C)(C)NC(=O)Cn1c(SCC(=O)Nc2nccs2)nc2ccccc21	i	0.13
O=C(O)C1CC=CCC1C(=O)Nc1ccccc1C(=O)N1CCN(c2ccc(F)cc2)CC1 (stereo unspecified)	i	-2.33
O=C(NCCN1CCCCCC1)c1ccc(N2CCCC2=O)cc1	i	0.02
CC1(C)CC(=O)c2c(O)cc(O)cc2O1	i	0.21
Cc1ccc(S(=O)(=O)n2cnc3ccccc32)c(C)c1	i	-1.72
COc1ccc(C2C(C#N)=C(N)Oc3c2c(C)nn3-c2ccccc2)cc1Cn1nc(C)c([N+](=O)[O-])c1C (stereo unspecified)	i	1.04
Nn1c(COc2cccc(Cl)c2)nc2ccccc2c1=O	i	-2.21
COc1ccc(S(=O)(=O)N2CCOCC2)cc1NC(=O)Cc1coc2cc(C)c(C)cc12	i	0.02
Cc1c(/C=C/C(=O)c2ccc(Cl)s2)cnn1C	i	0.3
CCOC(=O)c1c(NC(=O)c2ccccc2)sc2c1CCc1ccccc1-2	i	1.21
CCCC1Nc2ccc(C(=O)O)cc2C2C=CCC12 (stereo unspecified)	i	0.74
COc1ccccc1NC(=O)COc1ccccc1	i	1.44
O=C(CN1CCC(N2CCCCC2)CC1)N1CCOCC1	i	-0.78
CN1C(=S)SC(N(O)C(=O)Nc2ccc(Cl)c(Cl)c2)C1(C)C (stereo unspecified)	i	-1
CN(C)S(=O)(=O)c1cccc(NC(=O)c2n[nH]c(=O)c3ccccc23)c1	i	-0.02
COC(=O)CSc1nnc(-c2ccccn2)n1N	i	-1.15
COc1ccc(CCNC(=O)c2cc(C(=O)c3cc(Cl)ccc3O)cn(CCc3ccc(OC)cc3)c2=O)cc1	i	0.36
CCOC(=O)c1csc(NC(=O)C2CCCCC2)n1	i	-0.65
CCCNC(=O)c1cc(-c2ccccc2)c(N2CCCCC2)s1	i	0.25
CCC(CC)C(=O)Nc1cc(=O)n(C)c(=O)n1C	i	0.58
COc1ccc(C2CC(=O)c3cnc(N4CCc5ccccc54)nc3C2)c(OC)c1 (stereo unspecified)	i	-1.63
O=C(COC(=O)c1c2c(nc3ccccc13)CCCC2)c1cccs1	i	0.61
Cc1ccc(S(=O)(=O)Cn2nnnc2C(c2ccc(F)cc2)N2CCCCC2)cc1 (stereo unspecified)	i	0.36
C#CC(C)(C)NC(=O)CSc1nc2c(c(=O)n(C)c(=O)n2C)n1CCCC	i	0.07
Cc1nc(C(=O)N(C)C)nn1-c1ccc([N+](=O)[O-])cc1	i	-1.21
Cc1[nH]nc(SCC(=O)N2CCCCC2)c1[N+](=O)[O-]	i	-0.91
CCOC(=O)c1cc2c(n(-c3ccc(Cl)cc3)c1=O)CCCC2=O	i	-0.47
C/C(=N\Nc1nnc2c3ccccc3n(C)c2n1)c1ccc(C)o1	i	-1.03
CC(C)c1cccc(C(C)C)c1OC(=O)NC(=O)c1c(F)cccc1F	i	0.31
CCn1cc(Br)c(C(=O)N2CCN(c3ccccc3)CC2)n1	i	-0.01
COc1ccccc1N1CCN(C(=O)CCN2C(=O)c3cccc4cccc(c34)C2=O)CC1	i	-0.77
N/C(=N\NS(=O)(=O)c1ccccc1C(F)(F)F)c1ccccn1	i	0.61
O=C(C1CCN(S(=O)(=O)c2cc(Cl)ccc2Cl)CC1)N1CCOCC1	i	-0.11
Cc1ccc(NC(=O)c2ccc(OC(=O)c3cc4ccccc4o3)cc2)cc1	i	2.18
O=C(C1=C[C@@H](C2CCCCC2)C[C@@H](OCc2ccc(CO)cc2)O1)N1CCN(Cc2ccc3c(c2)OCO3)CC1	i	-0.39
CC(C)CN(C(=O)CN(C)S(=O)(=O)c1ccc(Cl)cc1)C1CCS(=O)(=O)C1 (stereo unspecified)	i	2.19
CCn1c(=O)cc(N2CCN(C(=O)c3ccco3)CC2)[nH]c1=O	i	0.25
O=C(CSCc1ccco1)N1CCc2ccccc21	i	0.71
CCn1nnnc1SCC(=O)NCc1cccs1	i	-2.83
Cc1nc(C)n(C(C)CNS(=O)(=O)c2ccc(Cl)cc2)n1 (stereo unspecified)	i	1.82
CNc1nc(SCc2ccccc2)nc(N2CCOCC2)n1	i	0.03
COCCCn1c(SCC(=O)N2CCc3ccccc32)nnc1-c1ccco1	i	-0.95
Cc1cccc(NC(=O)CCCn2c(=S)[nH]c3ccccc3c2=O)c1	i	-1.02
COc1cc(-c2nc(S(=O)(=O)c3ccc(C)cc3)c(N3CCOCC3)o2)cc(OC)c1OC	i	0.58
CCOC(=O)c1cn[nH]c1NC(=S)Nc1ccc(OC)cc1	i	-0.76
COc1ccc(NC(=O)CCNS(=O)(=O)c2ccccc2F)cc1S(N)(=O)=O	i	-0.03
CCn1c(CNc2ccc(F)cc2)nnc1SCCN1CCCCC1	i	0.3
CCOC(=O)CNC(=O)CSc1cc(C)nc2ccc(OC)cc12	i	-0.39
CCOc1nc(Nc2ccc(F)cc2)nc(N2CCN(c3ccc(OC)cc3)CC2)n1	i	-0.29
O=C(NCCS(=O)(=O)N1CCCCCC1)c1ccc(F)cc1	i	-0.3

Reprinted at random: 5 entries already listed
SMILES	CHT inh	Kir21 block
O=C(C1=C[C@@H](C2CCCCC2)C[C@@H](OCc2ccc(CO)cc2)O1)N1CCN(Cc2ccc3c(c2)OCO3)CC1	i	-0.39
N/C(=N\NS(=O)(=O)c1ccccc1C(F)(F)F)c1ccccn1	i	0.61
CC(C)CN(C(=O)CN(C)S(=O)(=O)c1ccc(Cl)cc1)C1CCS(=O)(=O)C1 (stereo unspecified)	i	2.19
CCn1c(=O)cc(N2CCN(C(=O)c3ccco3)CC2)[nH]c1=O	i	0.25
CNc1nc(SCc2ccccc2)nc(N2CCOCC2)n1	i	0.03

Following part
SMILES	CHT inh	Kir21 block
Cc1ccc(NC(=O)c2cc(-c3cccs3)on2)cc1	i	0.39
CCOc1ccccc1OCCCCCc1c(C)n[nH]c1C	i	-4.81*
CCOc1ccc(CCNC(=O)CS(=O)(=O)Cc2nc(-c3ccc(OC)cc3)oc2C)cc1	i	0.04
O=C(CNC(=O)c1ccco1)NCC(=O)OCc1ccc(Cl)cc1	i	0.1
COC(=O)Cc1c(C)c2ccc(OCC(=O)NCc3ccc4c(c3)OCO4)cc2oc1=O	i	0.01
CCN1CCN(C(c2cccs2)C(C)NC(=O)c2ccccc2OC)CC1 (stereo unspecified)	i	1.2
CC(C)CCOP(=O)(c1ccc(N(C)C)cc1)C(O)c1ccccc1F (stereo unspecified)	i	-0.66
Clc1ccc(-c2nnc(-c3cccnc3)o2)cc1	i	-0.01
OCCNCCO	i	0.51
O=C1CCCC2=C1Sc1ccccc1N2	i	0.89
Cn1cc([N+](=O)[O-])c(C(=O)N2CCN(Cc3ccc4c(c3)OCO4)CC2)n1	i	0.19
CCOC(=O)/C(C#N)=C1/C=C(C)NC(c2ccccc2O)=N1	i	0.56
COc1ccc(CCN(Cc2nc3ccccc3c(=O)[nH]2)C(=O)C2CC2)cc1	i	-3.05
CC(C)NC(=O)c1ccc(CN2CCc3ccccc3C2)cc1	i	-0.07
CC(=O)c1c(O)c2ccccc2n(C(C)C)c1=O	i	-0.61
COc1ccc([N+](=O)[O-])cc1NCc1cccnc1	i	-0.17
Cc1ccc2nc(-c3ccncc3)c(NC3CCCCC3)n2c1	i	0.76
CCN(CC(=O)NC(=O)Nc1ccccc1F)Cc1ccccc1	i	0
O=C(NCc1ccc(Cl)cc1)C1CCCN(S(=O)(=O)c2cnc[nH]2)C1 (stereo unspecified)	i	0.15
COc1ccc(NC(=O)CNC(=O)Cn2c(C)cc3ccccc3c2=O)cc1OC	i	-1.46
CCC(C)C(NC(=O)C(CC(C)C)NC(=O)C(CO)NC(=O)C1CCC(=O)N1)C(=O)OC (stereo unspecified)	i	-0.53
COC(=O)C1=C(C)NC(=O)/C1=C\c1ccc2c(c1)OCO2	i	0.56
CCNC(=S)N/N=C/c1ccco1	i	-0.14
Cc1cc(C(C)(C)C)cc(C)c1Cn1c2[n+](c3ccc(C(F)(F)F)cc31)CCCCC2	i	-7.23*
COc1cc2c(cc1OC)CN(C(=O)/C=C/c1ccc([N+](=O)[O-])cc1)CC2	i	-0.19
CCOc1ccccc1NC(=O)CSc1nc2c(c(=O)n1C)SC(C)C2 (stereo unspecified)	i	-5.51*
CSc1nc(NCc2ccccc2)c2c3c(sc2n1)CN(C)CC3	i	-2.49
O=C1CC2CS(=O)(=O)CC2N1c1ccc(Oc2ccccc2)cc1 (stereo unspecified)	i	0.09
Cc1ccccc1-n1c(=O)[nH]c(=O)c2c(N)c(C(=O)c3ccc(Cl)cc3)sc21	i	0.14
S=C(c1c[nH]c2ccccc12)N1CCCC1	i	0.11
O=C(Nc1ncc2c(n1)-c1ccccc1OC2)c1ccccc1Cl	i	1.58
CNC(=O)c1ccc(S(=O)(=O)c2ccc(Cl)cc2)c(NC(C)=O)c1	i	0.04
Cc1ccc([N+](=O)[O-])cc1N=C(c1cccc([N+](=O)[O-])c1)N1CCOCC1	i	-1.33
O=C(O)c1nc(NCCc2ccccc2)ncc1Cl	i	1.22
N#Cc1ncn(-c2ccc(Oc3ccccc3)cc2)c1N	i	0.43
O=[N+]([O-])c1ccc(OCCCCCN2CCOCC2)cc1	i	0.61
CCNC(=S)NC(=NCc1cccnc1)Nc1nc(C)cc(C)n1	i	-0.4
COc1ccccc1C(CNC(=O)C(CCSC)NS(=O)(=O)c1ccccc1F)N1CCCC1 (stereo unspecified)	i	0
CC(C)=CCN1CCN(CCCc2ccccc2)CC1CCO (stereo unspecified)	i	0.58
Cc1ccn2cc(CCNC(=O)c3ccc(Br)o3)nc2c1	i	0.4
CCNS(=O)(=O)c1ccc(CCC(=O)N2CCN(c3ccccc3)CC2)cc1	i	-0.58
COc1cc(/C=C/C(=O)Nc2cc(S(=O)(=O)N3CCOCC3)ccc2N2CCCC2)cc(OC)c1OC	i	0.2
O=C(O)c1cc(=O)c2ccccc2[nH]1	i	x
COCc1[nH]nc2c1C(c1ccc(OC)cc1)C(C#N)=C(N)O2 (stereo unspecified)	i	-0.18
Cc1occc1C(=O)Nc1ccc(S(=O)(=O)N2CCCC2)cc1	i	0.88
O=C(CSc1ccccc1)Nc1ccc(S(=O)(=O)NCC2CCCO2)cc1 (stereo unspecified)	i	0
Nc1ccc(OCc2ccco2)cc1	i	0.79
O=C(NC(=S)Nc1ccccc1N1CCOCC1)c1ccc(Br)cc1	i	0.16
Cc1ccc(S(=O)(=O)Nc2cccc(-c3ccc4nncn4n3)c2)cc1	i	0.77
O=C(NCc1ccco1)c1ccc(C(=O)NCc2ccco2)s1	i	0
O=C(CSc1ncnc2ccccc12)NCc1ccco1	i	-1.4
COc1cc(NC(=O)CCNC(=O)Cn2cnc3sc4c(c3c2=O)CCCC4)cc(OC)c1OC	i	0.41
CCOc1c(C)cc(-c2ncccc2O)cc1C	i	0.45&1.35
Cc1ccc2oc(-c3cccc(NC(=O)c4cc(-n5cnnc5)ccc4Cl)c3)nc2c1	i	0.06
COc1cc(OC)cc(C(C(=O)NCc2ccccc2)N(Cc2ccco2)C(=O)c2ccno2)c1 (stereo unspecified)	i	0.03
COc1ccccc1OS(=O)(=O)c1ccc(NC(C)=O)cc1	i	0.41
CCN(CC)c1ccc(-c2nnc(SCC(=O)N(CCOC)c3c(N)n(CC(C)C)c(=O)[nH]c3=O)o2)cc1	i	-0.66
CN1CCN(c2ccccc2NC(=O)c2cc3ccccc3o2)CC1	i	-0.21
CCC(=O)Nc1ccc(NC(=S)NC(=O)c2oc3ccccc3c2C)cc1	i	-1.99
Cc1cc(NC(=O)c2ccc3c(c2)C(=O)N(CCC(C)C)C3=O)no1	i	0.01
The list goes on.
SMILES	CHT inh	Kir21 block
CCOc1ccc(NC(=O)CNC(=O)c2cccs2)cc1	i	-0.82
CC(=O)c1c(C)nn(CC(O)COc2ccc3ccccc3c2)c1C (stereo unspecified)	i	-0.39
COc1cc2c(cc1NC(=O)CSc1ccc(Cl)cc1)oc1ccccc12	i	-0.15
O=C(CN1C(=O)c2ccccc2C1=O)NNC1=NS(=O)(=O)c2ccccc21	i	-1.38
Cc1ccc(Nc2nnc(C(C)(C)C)c(=O)n2N)cc1	i	-0.03

Arranged by the number under Kir21 block (smallest number first): some entries from above.
SMILES	CHT inh	Kir21 block
O=C(CN1C(=O)c2ccccc2C1=O)NNC1=NS(=O)(=O)c2ccccc21	i	-1.38
CCOc1ccc(NC(=O)CNC(=O)c2cccs2)cc1	i	-0.82
CC(=O)c1c(C)nn(CC(O)COc2ccc3ccccc3c2)c1C (stereo unspecified)	i	-0.39
Cc1ccc(Nc2nnc(C(C)(C)C)c(=O)n2N)cc1	i	-0.03

Compound activity: PubChem, Johns Hopkins Ion Channel Center
